Bioassay records (PubChem BioAssay)
All columns: NCI-60 one-dose screen, growth in % after 48 h at 10 µM unless noted; 100 = growth as untreated, 0 = no growth, -100 = all killed.
OVCAR-4: OVCAR-4 ovarian cancer cells. actives 3.7% (n = 80,000). AID 1794784
OVCAR-3: OVCAR-3 ovarian cancer; actives 7% (n = 79,000); AID 1794787
DU-145: DU-145 prostate cancer; actives 4.2% (n = 81,000); AID 1794760
U251: U251 CNS tumor cells | AID 1794753 | actives 5.4% (n = 80,000)
OVCAR-5: OVCAR-5 ovarian cancer | actives 2.9% (n = 82,000)
OVCAR-8: OVCAR-8 ovarian cancer. actives 4.4% (n = 81,000)
PC-3: PC-3 prostate cancer cells. AID 1794754. actives 3.9% (n = 80,000)
SF-295: SF-295 CNS cancer cells; AID 1794758; actives 5.6% (n = 79,000)
SK-OV-3: SK-OV-3 ovarian cancer cells | actives 3.2% (n = 80,000) | AID 1794785
Active calls of the source: *; · = not tested or not shown. How the source made its calls: active means growth percent below 10; inactive means the rest.

SMILES	OVCAR-4	OVCAR-3	DU-145	U251	OVCAR-5	OVCAR-8	PC-3	SF-295	SK-OV-3
CCOC(=O)C1=C(N)Oc2c(sc3c(CC)cccc23)C1c1ccc(F)cc1 (stereo not given)	58.7	-6.2*	46.3	40.6	56.2	45.2	26.1	11.8	50.6
Cc1cccc([N+](=O)[O-])c1N	111.6	112.8	107.4	98.8	·	99.6	91.7	103.0	110.9
Cc1n[nH]c2ccc([N+](=O)[O-])cc2c1=O	103.6	108.4	111.5	103.1	117.5	102.4	100.3	115.4	98.1
Cn1cc(-c2nnc(-c3cn(C)c4ncccc34)o2)c2ccccc21	36.5	-12.0*	60.0	30.1	55.5	49.8	39.8	13.1	·
O=C(CI)NC1Oc2ccccc2-c2oc(=O)c(-c3ccccc3)cc21 (stereo not given)	-40.3*	-95.1*	-93.8*	-48.6*	12.8	-27.9*	-72.8*	87.4	103.2
CCCCCCN(CCCCCC)CC(O)c1cccc2ccc(Cl)cc12 (stereo not given)	70.0	63.2	61.8	55.2	69.3	93.8	37.1	42.0	·
COc1ccc(/C=C(/C)c2ccc3ccc(OC)cc3[o+]2)c(O)c1	84.5	35.1	86.1	84.6	98.5	80.5	41.7	94.2	98.6
CC(=O)Nc1nc(C)c(C(=O)N/N=C/c2cccs2)s1	112.3	120.6	114.6	98.6	99.0	111.9	100.5	96.2	87.7
COc1ccc(-c2nc3ccccc3s2)cc1S(=O)(=O)O	·	104.3	114.0	92.0	125.5	102.9	84.6	133.4	115.0
CN1CCN(CC(O)CO)CC1 (stereo not given)	105.6	112.9	114.0	109.3	110.4	106.5	93.0	128.4	122.3

Part of the list above in order of formula weight, high to low:
SMILES	OVCAR-4	OVCAR-3	DU-145	U251	OVCAR-5	OVCAR-8	PC-3	SF-295	SK-OV-3
O=C(CI)NC1Oc2ccccc2-c2oc(=O)c(-c3ccccc3)cc21 (stereo not given)	-40.3*	-95.1*	-93.8*	-48.6*	12.8	-27.9*	-72.8*	87.4	103.2
COc1ccc(/C=C(/C)c2ccc3ccc(OC)cc3[o+]2)c(O)c1	84.5	35.1	86.1	84.6	98.5	80.5	41.7	94.2	98.6
COc1ccc(-c2nc3ccccc3s2)cc1S(=O)(=O)O	·	104.3	114.0	92.0	125.5	102.9	84.6	133.4	115.0
Cc1n[nH]c2ccc([N+](=O)[O-])cc2c1=O	103.6	108.4	111.5	103.1	117.5	102.4	100.3	115.4	98.1
CN1CCN(CC(O)CO)CC1 (stereo not given)	105.6	112.9	114.0	109.3	110.4	106.5	93.0	128.4	122.3
Cc1cccc([N+](=O)[O-])c1N	111.6	112.8	107.4	98.8	·	99.6	91.7	103.0	110.9

The listing continues:
SMILES	OVCAR-4	OVCAR-3	DU-145	U251	OVCAR-5	OVCAR-8	PC-3	SF-295	SK-OV-3
NC(=O)COc1nc(-c2ccco2)cc(-c2ccc(Cl)cc2Cl)n1	·	117.5	118.6	101.5	106.5	89.9	88.6	92.3	118.8
COc1ccc(/C=c2\c(=O)n(-c3ccccc3)c3nnc(N4NC5=C(CCc6ccccc65)C4c4ccc(Cl)cc4)n23)cc1 (stereo not given)	81.7	93.2	99.0	82.5	106.6	88.0	80.2	·	81.2
Cc1ccc2nc(C)c(C(=O)NCc3ccc(OCc4cn(Cc5ccccc5)nn4)cc3)n2c1	81.5	104.6	108.9	98.8	120.4	97.8	103.6	102.8	·
C#C[C@]1(O)CCC2C3CCc4cc(O)ccc4C3CC[C@@]21C (stereo not given in full)	66.8	16.1	60.8	32.2	78.1	47.5	64.9	22.6	43.0
CCCCOc1ccc(NCS(=O)O)cn1	102.2	99.3	96.4	90.2	105.3	102.4	91.4	98.2	109.9
Cn1cc(-c2nn3cc(-c4ccccc4)nc3s2)c2ccccc21	63.6	72.7	99.2	77.9	70.5	89.4	75.9	78.9	68.7
Cc1ccc(NC(=S)NC(=O)c2ccccc2)nc1	98.3	106.3	106.8	100.7	104.1	98.4	108.6	106.1	103.4
O=C(CSc1nnc(-c2ccc3nc(-c4ccccc4)[nH]c3c2)o1)Nc1ccc(C(=O)/C=C/c2ccc(Cl)cc2)cc1	105.4	123.1	107.2	92.9	109.6	97.6	99.5	108.9	102.9
Cl.Fc1c[c-]c(-c2ccccn2)c(F)c1.[Pt].c1ccc([PH+](CC[PH+](c2ccccc2)c2ccccc2)c2ccccc2)cc1	-87.8*	-97.2*	-99.6*	-62.2*	-93.4*	-29.1*	-70.1*	-88.0*	·
O=C1Nc2ccccc2/C1=N/c1nc(-c2ccc(F)cc2)cs1	83.8	85.3	99.3	76.2	111.7	79.2	64.2	97.5	58.7
CN(C)S(=O)(=O)O[C@@H]1C(=O)N(c2cc3c4ccccc4ccc3c3ccccc23)[C@H]1c1ccc(F)cn1	94.6	100.8	105.5	89.8	105.0	94.3	72.9	89.0	94.2
COC(=O)/C=C/c1cccc2c1C(=O)NC(C)(c1cc3cc4ccccc4cc3oc1=O)N2 (stereo not given)	5.8*	32.0	46.1	43.8	63.3	54.3	38.9	75.3	95.6
CONC[C@]1(C)C=C2C(=O)[C@](C)(O)C3(CC3)C(C)=C2[C@H]1O	-17.4*	-20.4*	2.6*	3.4*	-44.2*	-7.0*	3.5*	-9.3*	-14.4*
O=C(O)CCn1c(O)c(/C=C2/C=c3cc4c(cc3=NC2=O)OCO4)sc1=S	105.1	113.1	115.1	·	101.5	103.9	98.4	102.8	115.6
NC1CCC(Nc2nc(NCc3cc(Cl)ccc3O)c3ncn(C4CCCC4)c3n2)CC1 (stereo not given)	-7.0*	-20.2*	1.0*	-22.8*	17.3	8.2*	-8.2*	-5.7*	2.6*
N#Cc1ccc(-c2nn(-c3ccc(C(=O)O)cc3)cc2CNc2cccc(Br)c2)cc1	75.5	38.7	76.8	37.0	99.6	49.0	40.1	42.5	112.2
O=C1CCN(c2ccccc2)N1	104.3	102.1	113.8	99.8	96.4	93.6	73.9	87.3	97.1
Cc1ccc(NC(=O)c2cc(NCc3cc(O)ccc3O)ccc2O)cc1	89.1	71.0	106.3	95.4	125.4	81.8	74.0	115.5	98.6
COc1ccc(/C=c2\nc3n(-c4ccccc4)c4n(n-3c2=O)C(=O)C(Cc2c[nH]c3ccccc23)N=4)cc1 (stereo not given)	101.7	104.8	108.7	102.8	114.7	101.4	93.0	·	89.9
COC1=CC(=NCCC(=O)O)C[C@@H](C)[C@]12Oc1c(Cl)c(OC)cc(OC)c1C2=O	102.9	109.5	109.5	98.2	89.8	101.2	73.4	93.0	103.2
Cc1nc(/N=C(N)/N=C(\N)c2ccccc2)sc1C	86.8	96.4	90.1	90.7	86.2	100.6	82.6	61.9	85.4
O=NN(CCCl)C(=O)NCCc1cccc[n+]1[O-]	99.9	103.7	105.4	104.0	107.9	108.5	94.5	106.5	102.7
COc1cc(/C=C2/C=C(c3ccc(C(C)(C)C)cc3)N(CCc3ccc(S(N)(=O)=O)cc3)C2=O)cc(OC)c1OC	54.7	48.8	77.1	41.7	91.4	57.4	8.1*	49.4	79.9
CCCN(CCC)C(C)C(O)c1ccc2cc(Br)c3ccccc3c2c1 (stereo not given)	98.5	99.3	108.0	83.3	92.1	96.5	53.9	·	92.0
NCCSSCCN	104.0	109.4	108.7	98.4	·	103.2	100.5	101.4	105.8
O=C(NCc1ccco1)Nc1ccc(Cl)cc1	100.0	103.6	106.9	97.8	108.7	106.4	99.5	101.3	104.0
CC(=O)Nc1nc(C)c(CCC2OCCO2)c(Cl)n1	102.6	110.6	111.0	100.7	98.8	103.1	92.7	96.4	111.0
O=C(N/N=C/c1cccc([N+](=O)[O-])c1)c1cccc2ccccc12	86.1	103.5	108.3	92.0	99.3	98.6	97.1	81.1	97.2
CCCc1c(Cl)c2c(OC)cc(-c3c(CC4OCCO4)cc4oc5ccccc5c(=O)c4c3O)c(O)c2c(=O)n1C	94.4	107.8	103.0	95.1	93.0	95.2	88.5	95.9	94.8
COc1cccc(-c2nnc(-c3ccc4ccccc4c3)o2)c1	98.9	117.3	112.5	101.7	90.2	100.3	98.8	109.9	111.6
CC1(C)OC(=O)NC1c1ccccc1 (stereo not given)	103.1	111.9	111.8	95.4	108.2	101.0	99.1	87.1	110.0
COc1ccc(N(C)c2nc(Cl)nc3ccn(C)c23)cc1	36.6	-12.3*	2.6*	3.7*	30.6	0.8*	16.1	15.5	7.8*
COc1ccc(/C=C2\SC(=O)N(Cc3cc4ccccc4nc3Cl)C2=O)cc1	103.5	122.6	114.9	103.9	104.6	110.8	83.7	104.7	144.4
C=C1CCC2C3(C)COC(c4ccccc4F)OC3CCC2(C)C1C/C=C1/C(=O)OCC1O (stereo not given)	22.2	-79.1*	-27.8*	-95.4*	-42.8*	-54.3*	-17.5*	-36.1*	26.3
CCC1(C)CN=C(c2ccccc2)NC1 (stereo not given)	107.3	109.7	106.0	104.5	103.6	109.0	100.4	114.2	117.7
O=C1CC2(CCN(c3c(Cl)cncc3-c3ccc(N4CCOCC4)cc3)CC2)C(=O)N1	108.2	107.8	98.8	94.6	106.3	81.8	69.8	109.5	92.9
CC(C)c1ccc(Cc2cnc(NC(=O)c3ccc(-n4cnnn4)cc3)s2)cc1	35.9	78.3	79.9	79.1	93.0	64.1	55.2	70.0	84.9
Cn1c(C(N)=O)cc2c1-c1nc(NC3CCCCC3)ncc1CCC2	93.4	97.1	103.5	83.8	64.6	88.1	94.8	91.3	91.3
CC1=NN(Cc2nc(-c3ccc(N(C)C)cc3)n[nH]2)C(=O)C1	109.0	102.8	108.3	106.1	103.8	105.1	95.1	106.0	94.7
CCCC(=O)OC(C)COc1ccccc1C(C)CC (stereo not given)	106.5	103.7	108.6	86.8	100.0	92.9	78.8	107.6	99.8
O=C(O)C(Cc1ccccc1[N+](=O)[O-])N1C(=O)c2ccccc2C1=O (stereo not given)	106.5	112.8	103.5	109.1	81.3	107.0	98.9	110.0	100.2
N=C(/C=C/c1ccccc1)N1CCCCC1	94.4	108.7	110.0	89.5	98.1	96.1	70.2	99.7	92.2
CCc1ncc(C[n+]2csc(CCO)c2C)c(N)n1	121.0	112.4	110.4	99.9	112.8	91.3	73.4	101.2	117.3
CC[C@H](Nc1nc(N)nc(C)c1C#N)c1nc2cccc(NCCCCCC(=O)NO)c2c(=O)n1-c1ccccc1	76.1	40.8	69.5	61.3	44.2	68.5	45.1	22.9	53.1
CCOc1ccc(/C=N\Nc2ccc([N+](=O)[O-])cn2)cc1OCC	114.9	121.3	105.9	103.3	117.5	112.5	96.5	88.2	115.8
COc1ccc(C(Cl)C(F)(F)F)cc1 (stereo not given)	94.9	109.5	116.0	102.7	111.2	112.8	83.7	97.2	104.0
CS(=O)(=O)Nc1cc(-c2ccc3ncnc(Nc4cccc(Cl)c4)c3c2)cnc1Cl	13.7	-10.7*	14.5	-2.6*	7.7*	16.4	-2.3*	-22.6*	-28.4*
C=COC(=O)CCCCC	103.1	113.9	108.8	103.0	113.3	106.9	103.6	108.3	112.0
C[C@H]1[C@H](C)CC[C@]2(C(=O)N3CCCNCC3)CC[C@]3(C)C(=CC[C@@H]4[C@@]5(C)CCC(=O)C(C)(C)[C@@H]5CC[C@]43C)[C@H]12	102.4	114.6	102.1	86.3	103.0	89.8	72.4	105.5	93.0
CC(C)(C)NC(=O)Nc1ncccc1OCc1cccc(Cl)c1	79.1	88.6	95.4	92.9	93.7	101.5	74.9	95.1	114.2

Other compounds follow.
SMILES	OVCAR-4	OVCAR-3	DU-145	U251	OVCAR-5	OVCAR-8	PC-3	SF-295	SK-OV-3
O=C1CC2(CCOCC2)Oc2cccnc21	104.0	118.5	113.1	102.3	107.1	102.6	107.0	105.4	114.5
COc1ccc(/C=C(/c2ccc([N+](=O)[O-])cc2)c2nn[nH]n2)c2ccccc12	96.8	112.1	113.0	99.5	107.2	99.2	95.7	102.5	91.6
CC(=O)Nc1cccc(-c2nc3ccc(-c4ccc(O)cc4)cc3[nH]2)c1	55.0	54.4	63.3	47.8	90.7	28.3	68.3	37.0	70.1
N#CC(=Nc1cccc(F)c1)C1=C(O)c2ccccc2C1=O	88.9	92.7	104.7	·	103.5	85.4	83.0	82.0	98.7
O=C(Cn1nc(-c2ccccc2)ccc1=O)Nn1c(-c2ccc(Br)cc2)csc1=NC1CCCCC1	69.1	75.5	86.3	38.3	75.8	52.3	36.7	38.5	74.2
Clc1ccccc1Nc1nnc(-c2c[nH]c3ccccc23)o1	73.2	9.2*	21.5	7.4*	29.8	13.4	32.7	9.0*	22.1
CCCC(CCC)NCCOC(=O)c1ccc([N+](=O)[O-])cc1	119.6	113.2	106.0	100.5	112.0	101.9	94.2	93.9	99.0
O=C(C[C@@]1(O)C(=O)Nc2c(Cl)ccc(Cl)c21)c1ccc(C2CC2)cc1	54.3	-11.9*	16.5	31.3	33.4	29.7	31.4	-9.4*	38.6

Outcome played no part in choosing rows; 11% or so of the library scored in one or more.
